# High-throughput results as filed in PubChem.
# V1aR counter: agonists of human V1a receptor, primary screen, counter-screen for OXTR agonist project, fluorescence, CHO-V1R cells | Vasopressin V1a receptor (Homo sapiens), P37288 | Fluo-8 calcium fluorescence, agonist mode; 0% DMSO, 100% 3 nM vasopressin | activation, % at 3 µM | 320,000 tested, 0.25% active;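 active = activation above the mean activation of all tested compounds plus 3 SD, per screening run, cut at about 20% in these data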;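 also: signal is peak over basal fluorescence ratio across a 100 second FLIPR read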
# CHRM1 agonist: human M1 muscarinic receptor agonists, primary screen, Fluo-8 calcium fluorescence, CHO-K1 cells, HTS | CHO-K1 hM1, agonist mode; 0% DMSO, 100% acetylcholine EC100 | 360,000 tested, 0.33% active | activation, % at 3 µM | AID 588814, 2011 | Muscarinic acetylcholine receptor M1 (Homo sapiens), P11229;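 active = activation above the run's mean compound activation plus 3 SD, cut at about 16% in these data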;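 also: peak over basal fluorescence ratio within a 140 s kinetic read after compound addition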
# Target sequence (P11229 whole entry, looked up): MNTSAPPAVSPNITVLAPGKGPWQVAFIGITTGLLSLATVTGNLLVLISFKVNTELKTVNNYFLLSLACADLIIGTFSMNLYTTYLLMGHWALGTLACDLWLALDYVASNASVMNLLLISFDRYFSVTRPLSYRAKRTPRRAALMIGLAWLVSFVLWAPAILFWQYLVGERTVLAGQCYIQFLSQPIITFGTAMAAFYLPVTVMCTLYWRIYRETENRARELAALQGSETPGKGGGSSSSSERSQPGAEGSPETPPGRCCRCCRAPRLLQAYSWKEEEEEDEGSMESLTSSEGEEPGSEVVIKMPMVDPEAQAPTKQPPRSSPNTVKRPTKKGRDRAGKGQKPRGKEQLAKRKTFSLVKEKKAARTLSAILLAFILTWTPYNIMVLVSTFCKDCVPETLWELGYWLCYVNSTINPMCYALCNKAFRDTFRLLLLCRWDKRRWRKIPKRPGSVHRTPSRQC
# CHO-K1 Ca ag: counter-screen for M1 agonists: effect in parental CHO-K1 cells | Fluo-8 calcium fluorescence; scaled to maximal ATP response, vehicle zero | activation, % at 3 µM | 360,000 tested, 0.48% active; in the data active = activation above about 15%;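 also: untransfected CHO-K1 host cells lacking M1 receptor as counterscreen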
# TAAR1 agonist: human TAAR1 agonists, primary screen, Fluo-8 calcium fluorescence, CHO RD-HGA16 cells; Trace amine-associated receptor 1 (Homo sapiens), Q96RJ0; vehicle wells 0%, saturating PEA agonist 100%; activation, % at 3 µM; 360,000 tested, 0.99% active;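 active = activation above the mean activation of all test compounds in the run plus 3 SD, cut at about 38% in these data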
#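 Signal – calcium-sensitive Fluo-8 signal, excitation 470-495, emission 515-575 nm · System – RD-HGA16 (CHO) cells co-expressing Gα16 and hTAAR1 · Incubation – 17-24 h seeding, 75 min 37 °C dye, 30 min RT · Compound dosing – 3 µM single concentration · Repeats – no replicates (n 1)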
# TAAR1 antag: human TAAR1 antagonists, primary screen, Fluo-8 calcium fluorescence, CHO RD-HGA16 cells | Trace amine-associated receptor 1 (Homo sapiens), Q96RJ0 | antagonist | inhibition, % at 3 µM | 360,000 tested, 1.5% active | AID 624466, 2012;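 active = inhibition above a per-plate cutoff, the mean inhibition of test compounds on that plate plus 3 SD, cut at about 49% in these data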;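 also: 0% = DMSO plus EC80 beta-PEA response and 100% = DMSO alone without agonist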
#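 Test system: RD-HGA16 CHO cells with stable hTAAR1 and Gα16 / Probe or stimulus: EC80 β-phenethylamine stimulus / Times: seeding 17-24 h prior, 75-min 37 °C, 30-min RT dye loading / Detection: Fluo-8 calcium-sensitive fluorescence / Read-out basis: % inhibition scaled between DMSO and EC80 PEA controls / Repeats: singlicate, one well per test compound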
# CHO-K1 Ca antag: M1 antagonist counterscreen hit in parental CHO-K1 cells; ATP-induced calcium, Fluo-8 fluorescence; inhibition, % at 3 µM; 360,000 tested, 0.6% active;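 active = inhibition above a per-plate cutoff, the plate's mean sample inhibition plus 3 SD, cut at about 24% in these data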;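 also: 0% = DMSO plus EC80 ATP and 100% = DMSO alone without ATP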
# OXTR potentiator: human OXTR potentiators, primary screen, fluorescence, CHO-OTR cells, Fluo-8 calcium; Oxytocin receptor (Homo sapiens), P30559; Fluo-8 calcium fluorescence, potentiator mode; 0% = oxytocin EC15, 100% = EC100; activation, % at 3 µM; 320,000 tested, 0.061% active; AID 2445, 2010;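 active = activation above that plate's cutoff, the mean activation of tested compounds plus 3 SD, cut at about 6.6% in these data, passing the limit was not always enough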;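 also: 100% uses oxytocin at 75 nM as the full agonist control; some results filed as inactive read as strong as hits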
# Target sequence (P30559 whole entry, looked up): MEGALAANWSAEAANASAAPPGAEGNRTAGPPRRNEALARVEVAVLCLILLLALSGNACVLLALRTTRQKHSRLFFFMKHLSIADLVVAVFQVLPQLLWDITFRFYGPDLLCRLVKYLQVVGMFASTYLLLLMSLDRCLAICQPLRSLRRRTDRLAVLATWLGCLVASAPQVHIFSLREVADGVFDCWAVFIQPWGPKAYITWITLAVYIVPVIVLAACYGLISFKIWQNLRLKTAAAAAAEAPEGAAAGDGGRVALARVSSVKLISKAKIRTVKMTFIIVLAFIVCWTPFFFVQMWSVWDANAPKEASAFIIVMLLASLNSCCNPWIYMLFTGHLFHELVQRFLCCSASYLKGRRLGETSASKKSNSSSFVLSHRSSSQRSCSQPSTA
#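 Material: human OTR in CHO cells. Compound: 3.0 µM, one dose. Timing: compound 6 min at room temperature before oxytocin, 100 s read. Evaluation: % activation of max/min ratio relative to oxytocin controls. Replication: single well per compound, singlicate. Signal: Fluo-8 calcium dye fluorescence.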
# M1 PAM parental: nonselective calcium activators in parental CHO-K1 cells, primary screen, counter-screen for M1 PAM project, cell-based, Fluo-8 calcium fluorescence, full deck, 1536-well. activation, % at 3 µM. ATP EC20; 0% at ATP EC20, 100% at ATP max. 360,000 tested, 0.02% active;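 active = activation above the run cutoff, the mean activation of all test compounds plus 3 SD, cut at about 40% in these data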;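 also: peak over basal fluorescence ratio in a 140 s read after ATP addition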
# CHO parental Ca: ATP-evoked calcium signal inhibitors, parental CHO, primary screen, counter-screen for OX1R antagonist project, cell-based, fluorescence, Fluo-8 calcium dye | parental CHO-K1, ATP-induced calcium, Fluo-8 fluorescence | inhibition, % at 5.6 µM | 330,000 tested, 0.63% active;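 active = inhibition above that plate's mean sample inhibition plus 3 SD, cut at about 26% in these data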;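 also: 0% = ATP-challenged DMSO wells and 100% = DMSO wells without ATP; some compounds past the cut are filed as inactive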
#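 Test system: untransfected parental CHO cell line. Compound: one dose, 5.6 µM nominal. Detection: intracellular calcium via Fluo-8 no-wash fluorescent dye. Measure: % inhibition. Benchmarks: ATP-challenged DMSO wells low, unchallenged DMSO wells high.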
# Numbers without * were called inactive; . = not tested or not shown.
(1) O=C(NCc1ccco1)c1ccc(-c2csnn2)cc1
(2) Cc1cccn2c(=O)c3cc(C(=O)NC4CCCCC4)c(=N)n(Cc4ccccc4)c3nc12
(3) COCCCNC(=O)C[C@@H]1C[C@@]2(C(=O)OC)CCCCC=C2N(Cc2ccco2)C1=O
(4) COc1ccc(OC)c(C(c2c(O)nc(SC)[nH]c2=O)c2c(O)nc(SC)[nH]c2=O)c1
(5) O=C(Cn1nc(-c2cccc(Cl)c2)ccc1=O)Nc1cccnc1
(6) O=C(N[C@H]1C/C=C\C[C@H](CC(=O)N(CCO)Cc2ccccc2)C(=O)NC[C@H](c2ccccc2)OC1=O)OCC1c2ccccc2-c2ccccc21
assay / entry	1	2	3	4	5	6
TAAR1 antag	12	-3	3	-26	16	.
M1 PAM parental	21	11	11	15	1	18
V1aR counter	-1.3	-0.3	.	0.3	1.4	-1.1
CHO parental Ca	-4	-18	.	8	-2	-14
CHRM1 agonist	-2	-5	.	0	-2	-10
CHO-K1 Ca antag	-2	-11	-14	-6	-4	-16
CHO-K1 Ca ag	0.2	-0.3	0.3	0.6	0.9	0.1
OXTR potentiator	-3	-10	.	-6	-3	-1
TAAR1 agonist	-1	1	0	3	10	.

# 2 of these compounds in a different format:
# Below each SMILES – TAAR1 antag	M1 PAM parental	V1aR counter	CHO parental Ca	CHRM1 agonist	CHO-K1 Ca antag	CHO-K1 Ca ag	OXTR potentiator	TAAR1 agonist
5) O=C(Cn1nc(-c2cccc(Cl)c2)ccc1=O)Nc1cccnc1
  16	1	1.4	-2	-2	-4	0.9	-3	10
3) COCCCNC(=O)C[C@@H]1C[C@@]2(C(=O)OC)CCCCC=C2N(Cc2ccco2)C1=O
  3	11	.	.	.	-14	0.3	.	0

# Going on with the list.
(7) O=C(Nc1ccc2snnc2c1)N1CCCCC1
(8) CC(=O)Nc1ccc(C(=O)Nc2cccc(S(=O)(=O)NC3=NCCC3)c2)cc1
(9) COc1cc(C2CC(=O)c3cnc(N)nc3C2)cc(OC)c1OC (configuration not stated)
(10) CCS(=O)(=O)c1ccc2c(c1)N(S(C)(=O)=O)CC(C(=O)NCCOC)O2 (configuration not stated)
(11) COC(=O)CSc1cc(C)nc(SC)n1
(12) CCN1CCN(CC(O)COc2cccc(OC)c2)CC1 (configuration not stated)
assay / entry	7	8	9	10	11	12
TAAR1 antag	-1	-3	0	1	18	-6
M1 PAM parental	-4	9	14	-24	10	10
V1aR counter	0.4	0.8	0.0	1.1	-0.7	0.7
CHO parental Ca	-3	-14	-10	-4	-1	-11
CHRM1 agonist	-6	-4	-4	0	-6	-4
CHO-K1 Ca antag	7	-6	-2	13	7	-12
CHO-K1 Ca ag	-0.4	0.2	0.5	-0.1	1.0	0.3
OXTR potentiator	-6	7	-7	-6	-2	-9
TAAR1 agonist	3	0	5	1	4	7

(13) Cc1ccc(C(=O)O)cc1NC(=O)CCc1c(C)noc1C
(14) Cc1[nH]n(C(N)=S)c(=O)c1N=Nc1ccc2ccccc2c1
(15) O=C(NCCS(=O)(=O)N1CCN(c2ccc(F)cc2)CC1)C1CC(=O)N(c2ccccc2)C1 (configuration not stated)
(16) NC(=O)C1CCN(CC(O)CSc2ccccc2)CC1 (configuration not stated)
(17) Cc1ccc(OCc2nnc(SCC(=O)C(C)(C)C)n2Cc2ccco2)cc1
(18) Cc1ccc(Cn2cc(C(=O)NN)c(=O)c3ccc(F)cc32)cc1
assay / entry	13	14	15	16	17	18
TAAR1 antag	-4	3	-18	-7	0	-11
M1 PAM parental	-13	11	14	-11	16	-28
V1aR counter	.	.	1.0	-0.3	-0.2	1.9
CHO parental Ca	.	.	-3	-2	-24	-2
CHRM1 agonist	-1	-2	-1	-1	-1	8
CHO-K1 Ca antag	3	4	-13	7	-6	14
CHO-K1 Ca ag	-0.1	3.2	0.4	0.6	1.3	-0.2
OXTR potentiator	.	.	1	-4	-13	5
TAAR1 agonist	1	6	0	5	12	7

(19) CCCSc1nnc(NC(=O)Nc2ccccc2OC)s1
(20) COc1ccc(Cl)cc1NC(=O)CCS(=O)(=O)c1ccc(Br)cc1
(21) CN(C)CCCN(C(=O)c1ccc(S(=O)(=O)N2CCCCCC2)cc1)c1nc2cc3c(cc2s1)OCO3
(22) COc1ccc(OC)c(-c2cn(S(=O)(=O)c3ccccc3)nc2N)c1
(23) CC(CC(=O)Nc1ccc2c(c1)c(=O)n(C)n2-c1ccccc1F)c1ccccc1 (configuration not stated)
(24) CCn1cc(CN(C)C(=O)CSc2nc(-c3ccco3)cc(C(F)(F)F)n2)c(C)n1
assay / entry	19	20	21	22	23	24
TAAR1 antag	-5	-13	6	1	-3	-1
M1 PAM parental	14	-2	5	13	14	4
V1aR counter	-1.1	0.5	.	-0.8	.	0.8
CHO parental Ca	-19	-25	.	-13	.	-32
CHRM1 agonist	0	-4	-4	-5	-4	0
CHO-K1 Ca antag	-4	-15	1	-14	-5	13
CHO-K1 Ca ag	2.0	1.0	1.9	0.0	1.9	4.4
OXTR potentiator	-6	-19	.	-4	.	-14
TAAR1 agonist	3	4	24	2	5	19

(25) CCOC(=O)C1CCN(Cc2cc(=O)oc3cc(C)ccc23)CC1
(26) COc1ccc(OC)c(/C=C/C(=O)OCC(=O)NC2CCCCCCC2)c1
(27) O=C(c1ccccc1)c1cccs1
(28) CN(c1ccccc1)S(=O)(=O)c1ccc(C(=O)Nc2ccncc2)cc1
(29) COc1ccccc1N(CC(O)CN1C(C)CCCC1C)S(=O)(=O)c1ccccc1 (configuration not stated)
(30) CC(=O)c1ccc(N2CCN(S(=O)(=O)c3cc4[nH]c(=O)c(=O)[nH]c4cc3C)CC2)cc1
assay / entry	25	26	27	28	29	30
TAAR1 antag	-7	-8	0	35	-7	-13
M1 PAM parental	4	4	4	-8	-5	4
V1aR counter	-1.3	-0.7	0.9	9.2	-0.4	0.5
CHO parental Ca	-9	-32	-1	-21	-5	-8
CHRM1 agonist	-6	-2	-6	2	-12	-5
CHO-K1 Ca antag	-18	-9	0	-5	9	2
CHO-K1 Ca ag	0.7	0.1	3.9	4.2	-0.6	-0.3
OXTR potentiator	-9	-4	-6	-18	6	-4
TAAR1 agonist	3	2	7	11	0	1

# Sorted by value in OXTR potentiator (highest first): some entries from above
cpd	smiles	CHRM1 agonist	OXTR potentiator
18	Cc1ccc(Cn2cc(C(=O)NN)c(=O)c3ccc(F)cc32)cc1	8	5
6	O=C(N[C@H]1C/C=C\C[C@H](CC(=O)N(CCO)Cc2ccccc2)C(=O)NC[C@H](c2ccccc2)OC1=O)OCC1c2ccccc2-c2ccccc21	-10	-1
22	COc1ccc(OC)c(-c2cn(S(=O)(=O)c3ccccc3)nc2N)c1	-5	-4
10	CCS(=O)(=O)c1ccc2c(c1)N(S(C)(=O)=O)CC(C(=O)NCCOC)O2 (configuration not stated)	0	-6

# Single entries from the list:
# CHRM1 agonist with compound 26 = -2
# CHO-K1 Ca ag with compound 25 = 0.7
# CHRM1 agonist with compound 29 = -12
# V1aR counter with compound 27 = 0.9

# Going on with the list.
(31) CC(C)c1ccc(NC(=O)Cc2cn(C)c3ccccc23)cc1
(32) NC(=O)C1CCCN(C(=O)Nc2cccc3ccccc23)C1 (configuration not stated)
(33) Cc1cccc(/C=N/NC(=O)Cn2nnnc2N)n1
(34) Cc1nn(C)c(C)c1S(=O)(=O)N1CCC(C(=O)NCC2COc3ccccc3O2)CC1 (configuration not stated)
(35) Cn1c(=NC(=O)COc2ccccc2)sc2cccc(F)c21
(36) O=C(Nc1cccc(S(=O)(=O)N2CCCC2)c1)[C@@H]1O[C@H](CO)[C@@H](O)[C@H]1O
assay / entry	31	32	33	34	35	36
TAAR1 antag	12	6	-10	-5	-7	-3
M1 PAM parental	9	10	18	-9	15	30
V1aR counter	-0.1	0.0	1.4	1.1	0.6	.
CHO parental Ca	-15	-5	-9	-12	-9	.
CHRM1 agonist	-7	-1	-3	-2	2	-4
CHO-K1 Ca antag	-5	-12	-8	5	-13	-13
CHO-K1 Ca ag	-0.2	3.2	1.1	0.1	1.3	-0.1
OXTR potentiator	-5	-5	-8	-3	2	.
TAAR1 agonist	2	0	1	3	3	3

(37) OCCN1CCN(C(=S)c2ccc(Cl)cc2)CC1
(38) CC(C)CC1C(=O)N(Cc2cn(CCC3OCCCO3)nn2)CCS(=O)(=O)N1Cc1ccc(-c2ccncc2)cc1 (configuration not stated)
(39) CNC(=O)C1=C(C)NC(=S)NC1c1cccs1 (configuration not stated)
(40) CCN(CC)C(=O)Cn1cnc([N+](=O)[O-])n1
(41) CC(=O)c1cccc(NC(=S)NC(=O)c2cccc(Cl)c2)c1
(42) COC(=O)C1=C[C@@H](C(=O)OC)[C@@H]2C3=C(C(=O)C2(C)C)[C@H](c2ccccc2)[C@@H]2C(=O)N(C)C(=O)[C@@H]2[C@@H]3C1
assay / entry	37	38	39	40	41	42
TAAR1 antag	7	24	12	2	0	-12
M1 PAM parental	0	19	23	1	-1	18
V1aR counter	0.5	.	1.6	0.1	-0.6	0.5
CHO parental Ca	-15	.	-1	-3	-14	-22
CHRM1 agonist	4	-1	-5	5	-5	-2
CHO-K1 Ca antag	0	-7	-10	-16	14	-18
CHO-K1 Ca ag	-0.1	4.7	1.5	0.2	0.0	0.7
OXTR potentiator	-4	.	3	2	5	-6
TAAR1 agonist	11	15	0	2	0	3

(43) Cc1cc(C)c(N=C2CCCN2Cc2ccccc2)c(C#N)c1
(44) COc1ccc(NC(=O)Cn2nnc(C(=O)Nc3ccc(F)c(Cl)c3)c2N)cc1OC
(45) CCCCN(Cc1ccccc1)C(=O)C1CCCN(S(=O)(=O)c2cnc[nH]2)C1 (configuration not stated)
(46) CCOc1cccc(-c2cc(-c3n[nH]c(=S)n3CC)c3ccccc3n2)c1
(47) Cc1ccccc1Nc1nc(N)nc(COC(=O)C2CCCCC2)n1
assay / entry	43	44	45	46	47
TAAR1 antag	2	-20	-27	19	-11
M1 PAM parental	-4	-12	10	12	19
V1aR counter	-0.8	0.0	-1.0	-1.8	0.5
CHO parental Ca	40*	-2	-13	-30	-18
CHRM1 agonist	-6	2	-3	-8	-4
CHO-K1 Ca antag	13	-4	6	-15	-5
CHO-K1 Ca ag	-0.7	-0.8	0.1	-0.6	0.9
OXTR potentiator	-10	-2	5	-8	-10
TAAR1 agonist	12	0	1	9	-2
